Source: PubChem BioAssay (National Center for Advancing Translational Sciences (NCATS))
HBB splice mod: modulators of hemoglobin beta chain splicing. HBB splicing reporter cell assay, activation; EGFP reporter with mutant IVS2-654 intron; response scale: normalised to 500 nM splice-correcting PNA. Potency, µM (top dose mostly 46.1 µM), for inactives: top-dose activation, actives largely listed as activators. hit rate 0.06% among 65,000; further: potency means the concentration at half of the fitted maximal effect; 0% is about no effect
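HeLa cells stably expressing EGFP interrupted by mutant beta-globin intron 2 (IVS2-654), 500/well in 2% FCS. Treated with compound for 2 days at 37C. Splicing correction scored as total well GFP intensity (488 nm excitation, 500-520 nm emission); 500 nM antisense PNA served as control.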
Pol III holo inh: blocks replication by bacterial DNA polymerase III holoenzyme. Potency, µM (top dose mostly 57.1 µM), inactives show at the highest dose activity change, negative = inhibition. reconstituted DNA polymerase III holoenzyme replication, biochemical. hit rate 0.25% among 71,000; further: potency means the concentration at half of the fitted maximal effect; on the % scale 0 is the no-effect control and ±100 the full control effect
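Reconstituted *E. coli* holoenzyme (0.35 nM Pol III, 1 nM beta, 154 nM SSB, 2 nM primase) was preincubated with compound for 15 min at RT. Synthesis on 1.4 nM ssM13Gori ran 35 min, then was stopped with PicoGreen/EDTA and read as dsDNA fluorescence.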
Texas Red fluor: compounds fluorescent in Texas Red spectral region | Compound fluorescence, Texas Red channel, 547/618 nm; stronger effect = higher value | max dye-equivalent concentration, M | hit rate 0.06% among 59,000 | AID 587; in the data active means max dye-equivalent concentration above about 10 nM; inconclusive means between about 1.1 nM and that limit
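Pin-transferred compounds and Texas Red standards go into 100 mM Tris buffer, pH 8.0. After 15 min at room temperature, plates are imaged with 547/618 nm filters. Each value is a dye-equivalent concentration derived from the per-plate dye curve.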
UbGFP stabilizer: inhibits proteasome, raising ubiquitin-GFP reporter fluorescence; Ubiquitin-GFP reporter cells, proteasome inhibition, GFP fluorescence; response scale: untreated = 0%, 10 µM MG-132 = 100%; Potency, µM (top dose mostly 45.9 µM), without a hit: at the highest dose activation (GFP accumulation), actives largely listed as activators; 67,000 tested, under 10 active; AID 526; active means well fitted activation curve with a large enough effect, not every such curve was filed as active; inconclusive means small, poorly fitted or top-dose-only effect, or another doubt; inactive means no such curve, though single readings can be large or run the other way; further: potency means the concentration at half of the fitted maximal effect
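Proteasome block read as GFP accumulation: ubiquitin(G76V)-GFP U2OS cells exposed to compound (2.9 nM–46 uM) for 4 hr at 37 C. Normalization used untreated cells as 0% and 10 uM MG-132 as 100%; concentration-response curves fitted.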
GFP derepression: derepresses silenced GFP locus in mouse C127i cells; mouse C127i GFP locus derepression, cytometry, 30 h; Potency, µM (highest dose often 46.1 µM), for the others: top-dose GFP derepression (activation); hit rate 0.09% among 68,000; AID 597; further: % of control where 0% means no effect
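Locus derepression in mouse mammary C127i cells whose integrated CMV-GFP reporter is normally silent; GFP expression after 30 h compound treatment was quantified by counting fluorescent cells.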
Rhodamine fluor: compound autofluorescence in rhodamine spectral region | Rhodamine-region fluorescence, 547/598 nm, Tris buffer; stronger effect = higher value | max dye-equivalent concentration, M | hit rate 0.05% among 59,000 | AID 594; in the data active means max dye-equivalent concentration above about 11 nM; inconclusive means between about 1.1 nM and that limit
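Intrinsic compound fluorescence, ex 547 / em 598 nm, CCD imager. Tris 100 mM pH 8.0; 15 min RT. Output = rhodamine dye-equivalent concentration at each compound concentration.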
Hsp90 Hop PPI: changes Hsp90-Hop TPR2A binding signal, up or down; AlphaScreen TPR2A-His6 binding biotin-Hsp90 C-terminal peptide; Potency, µM (series often up to 57 µM), without a hit: at the highest dose activity change, negative = inhibition; hit rate 0.44% among 71,000; AID 595; active means well fitted curve in either direction with a large enough effect; inconclusive means small, poorly fitted or top-dose-only effect, or another doubt; further: potency means the concentration at half of the fitted maximal effect; on the % scale 0 is the no-effect control and ±100 the full control effect; many of its hits are not listed in these tables
HADH2 inhib: blocks human hydroxyacyl-CoA dehydrogenase type II. Potency, µM (titrated, usually from 57.1 µM), inactives show top-dose activity change, negative = inhibition, most hits filed as inhibitors. hit rate 3.4% among 73,000. Q99714. recombinant HADH2, NADH fluorescence, beta-hydroxybutyryl-CoA; further: potency means the concentration at half of the fitted maximal effect; on the % scale 0 is the no-effect control and ±100 the full control effect; nearly all actives have a fitted effect of over 60% in size; many of its hits are not listed in these tables
Target sequence (Q99714 whole entry, looked up, one chain of several): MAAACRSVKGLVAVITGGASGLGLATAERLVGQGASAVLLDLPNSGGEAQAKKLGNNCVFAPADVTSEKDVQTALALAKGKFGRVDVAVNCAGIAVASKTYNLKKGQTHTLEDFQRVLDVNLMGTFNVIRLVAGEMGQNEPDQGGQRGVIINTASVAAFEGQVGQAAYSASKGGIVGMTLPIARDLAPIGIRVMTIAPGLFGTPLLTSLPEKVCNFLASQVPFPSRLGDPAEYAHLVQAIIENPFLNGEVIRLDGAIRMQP
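E. coli-expressed His-tagged HADH2 tested at 20 nM in alkaline Tris buffer (pH 9.0); oxidation of 90 uM beta-hydroxybutyryl-CoA with 1 mM NAD+ tracked fluorimetrically for 4 min.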
4MU fluor: compound fluoresces in the 4-MU spectral region. compound autofluorescence, 340/450 nm, 4-MU equivalents; stronger effect = higher value. max dye-equivalent concentration, M. hit rate 11% among 59,000; in the data active means max dye-equivalent concentration above about 10 nM; inconclusive means mostly about 1.1 nM to 9.6 nM
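Intrinsic fluorescence at 340/450 nm (ex/em) was read after 15 min at room temperature in pH 8.0, 100 mM Tris. Each compound concentration expressed as 4-MU-equivalent concentration from a six-point 4-MU standard series on each plate.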
ALOX15 inhib: blocks human 15-lipoxygenase activity. P16050. purified 15hLO-1, xylenol orange hydroperoxide absorbance. Potency, µM (titrated, usually from 57.1 µM), for inactives: at the top dose activity change, negative = inhibition, most hits filed as inhibitors. hit rate 1.4% among 74,000. AID 887; further: potency means the concentration at half of the fitted maximal effect; on the % scale 0 is the no-effect control and ±100 the full control effect; nearly all actives have a fitted effect of over 55% in size
Target sequence (P16050 whole entry, looked up): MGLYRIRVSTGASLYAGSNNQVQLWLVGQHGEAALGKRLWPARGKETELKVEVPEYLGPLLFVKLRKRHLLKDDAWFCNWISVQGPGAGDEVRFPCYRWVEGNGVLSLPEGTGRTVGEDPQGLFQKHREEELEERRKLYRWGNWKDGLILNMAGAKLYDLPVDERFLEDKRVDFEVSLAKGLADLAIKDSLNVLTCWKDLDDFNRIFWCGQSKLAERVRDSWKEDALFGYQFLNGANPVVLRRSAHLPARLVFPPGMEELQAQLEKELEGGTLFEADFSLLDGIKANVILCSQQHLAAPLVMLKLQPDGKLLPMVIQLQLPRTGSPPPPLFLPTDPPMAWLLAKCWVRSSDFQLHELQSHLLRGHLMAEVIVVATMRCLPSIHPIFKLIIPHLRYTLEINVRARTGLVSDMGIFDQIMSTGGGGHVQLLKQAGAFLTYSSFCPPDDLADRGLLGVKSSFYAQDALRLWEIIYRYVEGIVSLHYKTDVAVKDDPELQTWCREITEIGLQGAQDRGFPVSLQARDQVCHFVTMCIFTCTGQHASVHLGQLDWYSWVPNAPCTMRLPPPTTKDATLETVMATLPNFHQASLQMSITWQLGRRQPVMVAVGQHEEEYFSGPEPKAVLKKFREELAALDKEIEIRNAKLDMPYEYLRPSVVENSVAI
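Readout: Fe(III)-xylenol orange absorbance, 573-to-405 nm ratio as reaction progress. Enzyme 40 nM purified human 15hLO-1, substrate 50 uM arachidonic acid, 6 min RT after 15 min compound preincubation; Hepes pH 7.5 buffer with Triton X-100.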
Fluorescein fluor: fluorescein region autofluorescence. Compound autofluorescence, 480/540 nm, fluorescein-equivalent; stronger effect = higher value. max fluorescein-equivalent concentration, M. hit rate 0.91% among 59,000. AID 593; in the data active means max fluorescein-equivalent concentration above about 10 nM; inconclusive means between about 1.1 nM and that limit
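Tris 100 mM pH 8.0; 15 min RT; CCD read, ex 480/em 540 nm. Output: fluorescein-equivalent concentration per compound concentration, from six-point dye series on each plate.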
* marks the source's active call; other numbers are inactive results; i = inactive; ? = inconclusive; / = no result given; & = joins results of further samples; [ ] = remark or other dose. Unless noted, the call rests on the fitted dose curve; in most records, active means well fitted curve in the direction sought with a large enough effect; inconclusive means small, poorly fitted or top-dose-only effect, or another doubt; inactive means no such curve, though single readings can be large; an effect the other way counts as inactive or inconclusive. An excerpt; rates above refer to the full screens.

1. COc1ccc(N(CC(=O)Nc2ccc(OC)c(Cl)c2)S(=O)(=O)c2c(C)noc2C)cc1
2. Cc1nn(-c2ccccc2)c(C)c1NS(=O)(=O)c1ccccc1
3. O=C(c1cccnc1)N1CCN(Cc2ccc3c(c2)OCO3)CC1
4. CCCCN(CC)Cc1ccc(CNC(=O)Nc2ccc(OC)cc2OC)o1
5. COc1ccc(-c2nc3cnc(OC)nc3n(Cc3cccc(OC)c3)c2=O)cc1
6. COC(=O)c1ccc(C(NC(=O)OCc2ccccc2)/C(C)=C/[C@@H](C)C(=O)Nc2ccc(OC)cc2)cc1 (stereo partly specified)
7. CCOC(=O)c1cnc(-n2nc(C)cc2C)nc1N(C)C
8. CN1CCN(C(=O)c2cnn3c(C(F)(F)F)cc(-c4ccc5c(c4)OCO5)nc23)CC1
9. Cc1nn(C)c(C)c1S(=O)(=O)N1CCCC(C(=O)NC2CCCCC2)C1 (stereo unspecified)
10. Cc1nc2ccccc2n1-c1nc(-c2ccco2)cc(C(F)(F)F)n1

Screen / compound no.	1	2	3	4	5	6	7	8	9	10
HBB splice mod	-1.8%	-0.4%	0.9%	-0.3%	-0.9%	0.0%	-0.3%[57.5 µM]	/	-1.3%	-1.8%
Pol III holo inh	4%	-4%	-5%	-1%	-8%	-2%	-3%	2%	3%	1%
Texas Red fluor	i	?	i	i	i	/	?	i	i	?
UbGFP stabilizer	0%	-6%	-2%	4%	3%	/	-2%	3%	7%	?
GFP derepression	-3%	-3%	2%	0%	0%[9.22 µM]	/	-2%	2%	6%	1%
Rhodamine fluor	i	i	i	i	i	/	i	i	i	i
Hsp90 Hop PPI	4%	-1%	-7%	-2%	1%	1%	?	-1%	-3%	-5%
HADH2 inhib	13%	0%	-2%	13%	13%	0%	4%	4%	12%	-1%
4MU fluor	i	i	i	i	?	/	i	?	i	?
ALOX15 inhib	-12%	2%	-11%	2%	-4%	-15%	76%[activator]	-4%	7%	-2%
Fluorescein fluor	i	?	i	i	i	/	?	i	i	i

11. O=C(COc1ccccc1)Nn1cnc2ccccc21
12. Cc1cc(C)c(C)c(S(=O)(=O)Nc2ccccc2C(=O)NCCCn2ccnc2)c1C
13. COc1ccc(C)cc1NC(=O)CCN1CCCC1
14. COc1ccc(S(=O)(=O)N2CCCN(CC(=O)Nc3ccc4c(c3)OCO4)CC2)cc1
15. Cc1ccc(S(=O)(=O)N(CC(O)CN2CCCC2)c2ccccc2)cc1 (stereo unspecified)
16. CCN1CCN(c2nc3c(C)cccn3c(=O)c2/C=C(\C#N)S(=O)(=O)c2ccc(C)cc2)CC1
17. Cc1nc2cnc(N3CCOCC3)nc2n(Cc2cccs2)c1=O
18. CCOCCCn1c(=N)c(C(=O)NCc2ccc3c(c2)OCO3)cc2c(=O)n3cccc(C)c3nc21
19. O=C(Nc1ccc(C(=O)Oc2ccccc2)c(O)c1)c1ccco1
20. O=C(CSc1nc2[nH]ncc2c(=O)n1-c1ccccc1)c1ccc2c(c1)OCCO2

Screen / compound no.	11	12	13	14	15	16	17	18	19	20
HBB splice mod	-7.7%	0.0%[57.5 µM]	-0.9%	3.4%	0.8%	/	0.6%	-4.0%[57.5 µM]	-0.9%	1.4%
Pol III holo inh	0%	1%	1%	2%	1%	/	2%	-10%	-1%	4%
Texas Red fluor	i	i	i	i	?	i	i	i	i	i
UbGFP stabilizer	-2%	0%	-1%	8%	-1%	/	-3%	3%	1%	-2%
GFP derepression	-3%	3%	-2%	-1%	-2%	0%[20.6 µM]	5%[9.22 µM]	-2%	-2%	0%
Rhodamine fluor	i	i	i	i	i	i	i	i	i	i
Hsp90 Hop PPI	-7%	-13%	6%	-4%	-4%	/	-2%	-5%	-4%	-6%
HADH2 inhib	?	?	0%	0%	15%	/	1%	5%	-5%	3%
4MU fluor	i	?	i	i	i	2.3e-08M*	1.1e-08M*	1.6e-07M*	i	i
ALOX15 inhib	13µM*	33%[activator]	-9%	?	?	/	-2%	-8%	-8%	-12%
Fluorescein fluor	?	i	i	?	?	?	i	i	i	i

21. CCc1c(C)nc2cc(-c3ccc(OC)c(OC)c3)nn2c1N1CCCC1
22. O=C(Nc1ccccc1-c1nc2ccccc2o1)c1ccc2c(c1)OCCO2
23. O=C(NCc1cccs1)c1ccc(N2CCCCC2)nc1
24. Cc1ccccc1-n1c(=O)/c(=C\c2ccco2)s/c1=C(/C#N)C(=O)Nc1ccccc1
25. CC(=O)Oc1ccc(C(c2ccc(OC(C)=O)cc2)c2ccccn2)cc1
26. CN(C)/C=N/c1nc2ccc3c(c2s1)CCCC3
27. CC1(C)CC(=O)C2=C(C1)NC(=O)CC2C(=O)NCc1ccc(F)cc1 (stereo unspecified)
28. COc1ccc(CNC(=O)CN2CCC(C(=O)c3ccc(OC)cc3)CC2)cc1
29. Cc1cc(-c2nnc(SCc3cccnc3)o2)no1
30. Cc1ccc(C(=O)NCCN(C)C)c(C)c1

Screen / compound no.	21	22	23	24	25	26	27	28	29	30
HBB splice mod	-0.4%	-1.4%	-2.6%	/	-0.7%	-0.2%[57.5 µM]	0.0%	-2.2%	/	-0.6%
Pol III holo inh	-2%	-3%	-6%	/	7%	1%	-2%	-6%	-4%	-4%
Texas Red fluor	?	i	i	i	i	i	i	i	?	i
UbGFP stabilizer	3%	-2%	-2%	/	-2%[20.5 µM]	1%	10%	2%	5%	1%
GFP derepression	0%	4%	0%	2%[20.6 µM]	-2%&-1%[20.6 µM]	1%	-3%	0%	-1%	-2%
Rhodamine fluor	i	i	i	i	i	i	i	i	i	i
Hsp90 Hop PPI	6%	-3%	-5%	/	-3%	3%	-4%	-8%	-1%	0%
HADH2 inhib	-5%	4µM*	-8%	/	-6%	7%	2%	2%	5%	0%
4MU fluor	i	2.2e-07M*	i	i	i	3.1e-08M*	i	i	i	i
ALOX15 inhib	-3%	12%	1%	/	4%	-9%	-4%	-3%	3%	6%
Fluorescein fluor	?	i	?	1.4e-08M*	?	i	i	i	i	i

31. CCOc1cc(C)c(C(C)C)cc1S(=O)(=O)N1CC(C)OC(C)C1 (stereo unspecified)
32. OC[C@H](S)CS
33. CCOC(=O)N1CC=C2C(C#N)=C(N)C(C#N)(C#N)[C@H](c3cccs3)[C@H]2C1
34. Cc1ccc(C)c(-c2nc3cc(N)ccc3o2)c1
35. Cc1ccc(S(=O)(=O)Cc2ccc(C(=O)N3CCN(c4ccccn4)CC3)o2)cc1

Screen / compound no.	31	32	33	34	35
HBB splice mod	-2.0%	2.5%[9.22 µM]	/	3.2%[57.5 µM]	0.2%
Pol III holo inh	-6%	-5%[11.4 µM]	/	-18%	-4%
Texas Red fluor	?	i	i	i	/
UbGFP stabilizer	3%	4%[9.17 µM]	/	7%	15%
GFP derepression	0%	3.2µM*	9%[20.6 µM]	-2%	/
Rhodamine fluor	i	i	i	i	/
Hsp90 Hop PPI	4%	-5%[11 µM]	/	12%	-5%[2.3 µM]
HADH2 inhib	-4%	?	/	4%	-2%
4MU fluor	i	i	2.7e-08M*	?	/
ALOX15 inhib	2%	6%[11.4 µM]	/	3%	-3%
Fluorescein fluor	?	i	1.2e-08M*	i	/

Some of the entries so far, as labelled records.
35) Cc1ccc(S(=O)(=O)Cc2ccc(C(=O)N3CCN(c4ccccn4)CC3)o2)cc1
  HBB splice mod: 0.2% | Pol III holo inh: -4% | Texas Red fluor: / | UbGFP stabilizer: 15% | GFP derepression: / | Rhodamine fluor: / | Hsp90 Hop PPI: -5%[2.3 µM] | HADH2 inhib: -2% | 4MU fluor: / | ALOX15 inhib: -3% | Fluorescein fluor: /
31) CCOc1cc(C)c(C(C)C)cc1S(=O)(=O)N1CC(C)OC(C)C1 (stereo unspecified)
  HBB splice mod: -2.0% | Pol III holo inh: -6% | Texas Red fluor: ? | UbGFP stabilizer: 3% | GFP derepression: 0% | Rhodamine fluor: i | Hsp90 Hop PPI: 4% | HADH2 inhib: -4% | 4MU fluor: i | ALOX15 inhib: 2% | Fluorescein fluor: ?
32) OC[C@H](S)CS
  HBB splice mod: 2.5%[9.22 µM] | Pol III holo inh: -5%[11.4 µM] | Texas Red fluor: i | UbGFP stabilizer: 4%[9.17 µM] | GFP derepression: 3.2µM* | Rhodamine fluor: i | Hsp90 Hop PPI: -5%[11 µM] | HADH2 inhib: ? | 4MU fluor: i | ALOX15 inhib: 6%[11.4 µM] | Fluorescein fluor: i
34) Cc1ccc(C)c(-c2nc3cc(N)ccc3o2)c1
  HBB splice mod: 3.2%[57.5 µM] | Pol III holo inh: -18% | Texas Red fluor: i | UbGFP stabilizer: 7% | GFP derepression: -2% | Rhodamine fluor: i | Hsp90 Hop PPI: 12% | HADH2 inhib: 4% | 4MU fluor: ? | ALOX15 inhib: 3% | Fluorescein fluor: i
